PDI inh – PDI (human) enzyme inhibition. P07237. PDI insulin aggregation turbidity, A650, 90 min. inhibition, % at 10 µM. hit rate 0.052% among 350,000;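 active = mean inhibition across replicates of 30% or more, whatever share of single replicates reach that level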;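 also: absorbance from insulin aggregation driven by PDI reduction with DTT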
Target sequence (P07237 whole entry, looked up): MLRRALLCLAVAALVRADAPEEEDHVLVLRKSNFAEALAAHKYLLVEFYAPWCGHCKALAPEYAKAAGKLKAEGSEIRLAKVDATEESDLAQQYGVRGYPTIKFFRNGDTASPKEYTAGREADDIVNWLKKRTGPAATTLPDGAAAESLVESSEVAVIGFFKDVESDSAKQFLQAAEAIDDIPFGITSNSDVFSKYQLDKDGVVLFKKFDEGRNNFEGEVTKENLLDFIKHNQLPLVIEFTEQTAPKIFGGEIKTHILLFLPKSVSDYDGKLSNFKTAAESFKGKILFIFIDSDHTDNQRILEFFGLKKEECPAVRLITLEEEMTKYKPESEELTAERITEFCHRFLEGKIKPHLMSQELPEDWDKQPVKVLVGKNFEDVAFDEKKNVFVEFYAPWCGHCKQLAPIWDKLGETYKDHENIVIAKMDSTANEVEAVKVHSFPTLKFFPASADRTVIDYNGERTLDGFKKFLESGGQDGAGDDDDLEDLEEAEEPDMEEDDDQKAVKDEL
NR2E3 ag-1 – NR2E3 (human) agonism | inhibition of corepressor binding, % at 4.78 µM | GST-NR2E3/biotin-RetCOR TR-FRET, 1536-well | Q9Y5X4 | hit rate 0.12% among 320,000 | AID 2300;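 active = percent inhibition above the cutoff of mean plus 3 SD of all tested compounds, set per screening campaign, cut at about 20% in these data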;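 also: 0% = DMSO wells and 100% = biotin wells as full block of FRET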
Target sequence (Q9Y5X4 whole entry, looked up): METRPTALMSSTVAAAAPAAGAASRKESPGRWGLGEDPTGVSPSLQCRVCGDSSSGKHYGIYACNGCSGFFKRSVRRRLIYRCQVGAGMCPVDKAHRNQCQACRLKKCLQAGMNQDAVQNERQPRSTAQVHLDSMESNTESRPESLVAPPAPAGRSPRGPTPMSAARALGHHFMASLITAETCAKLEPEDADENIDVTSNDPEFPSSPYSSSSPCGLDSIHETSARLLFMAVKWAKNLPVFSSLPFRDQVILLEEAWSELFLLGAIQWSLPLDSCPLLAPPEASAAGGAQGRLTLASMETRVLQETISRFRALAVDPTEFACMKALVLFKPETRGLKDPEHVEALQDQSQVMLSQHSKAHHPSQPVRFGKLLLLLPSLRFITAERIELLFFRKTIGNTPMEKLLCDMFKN
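Material: NR2E3–RetCOR corepressor complex / Incubation: Compound–protein incubation for 5 h at 4 °C / Dosing: compound at 4.8 µM, single dose / Detection: time-resolved FRET / Benchmarks: high control biotin, low control 0.6% DMSO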
CaV13 ICDI inh – Primary screen for inhibitors of IQ motif and Ca2+-dependent inactivation inhibitor domain binding in CACNA1D, Förster resonance energy transfer in living cells, …. HEK cells, CFP/YFP FRET ICDI-IQ, plate reader, 10 min; percent FRET-ratio fall versus neutral wells. inhibition, % at 12.3 µM. hit rate 0.098% among 340,000. AID 743397;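 active = mean replicate inhibition of at least 30% and at least 1% of replicates passing that level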;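 also: 0% = median of the neutral control wells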
MITF TRPM1 inh – reduces MITF-dependent TRPM1 promoter luciferase signal; SK-MEL-5 TRPM1 promoter luciferase, 24 h; inhibition, % at 12.5 µM; hit rate 0.83% among 330,000; AID 488899;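 active = mean inhibition across replicates of 60% or more, whatever share of single replicates reaches that level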; also: values of inactives mirror those of a sister screen read the other way
NR2E3 ag-2 – activates human NR2E3 receptor; inhibition of corepressor binding, % at 3.98 µM; Q9Y5X4; CHO-S Gal4-NCOR/VP16-NR2E3 two-hybrid, luciferase; hit rate 0.35% among 360,000; AID 602229;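 active = inhibition above the mean of all tested compounds plus 3 SD, cut at about 70% in these data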;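 also: 0% = DMSO with NR2E3 transfected cells and 100% = cells lacking NR2E3 construct; higher means lower luciferase signal from less NR2E3 corepressor binding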
HIF-2a block – HIF-2a inhibition; inhibition, % at 18.8 µM; AID 624352; hit rate 0.72% among 360,000; 786-0 RCC cells HIF-2a reporter, luciferase luminescence, overnight;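 active = inhibition of the luminescence signal of 40% or more relative to plate controls, in a single-dose primary screen at 18.75 µM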
Peg3 promoter – Peg3 promoter activity inhibition. hit rate 1.7% among 360,000. AID 588405. HeLa PEG-Prom luciferase reporter, luminescence, overnight. inhibition, % at 20 µM;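 active = inhibition of at least 50% at 20 µM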
Vif imaging – blocks HIV Vif function; HEK293T cells, Vif self-association by quenched fluorescence, imaging, 24 h; inhibition, % at 7.49 µM; hit rate 0.35% among 340,000; AID 602346; in the data active = inhibition above about 50%, passing the limit was not always enough; also: some results filed as inactive read as strong as hits
aDG glyco up – increases alpha dystroglycan glycosylation | activation, % at 10 µM | Pro5-aDG cells, alpha-DG glycosylation AlphaScreen (IIH6); 0% Pro5, 100% B10-LARGE cell signal | hit rate 0.22% among 360,000 | AID 624168;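 active = activation of at least 8% versus controls, or a plate z-score of at least 8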;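 also: Pro5 are CHO cells carrying HIG-tagged alpha-DG that lacks glycosylation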
Exocytosis inh – lytic granule exocytosis inhibition | TALL-104 LAMP-1 surface exposure, flow cytometry; cells stimulated with thapsigargin and PMA | inhibition, % at 10 µM | hit rate 0.66% among 360,000 | AID 651702;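 active = inhibition above about 55%, limit read from the data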
iPSC survival up – enhancers of human iPSC single-cell survival | hiPSC single-cell survival, ATPlite luminescence; 100% = ROCK inhibitor wells, 0% = DMSO | survival enhancement, % at 20 µM | hit rate 0.044% among 360,000 | AID 602274; in the data active = survival enhancement above about 18%;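 also: cells exposed to compounds for 16 hours before the ATP read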
Starred values were filed as active, the others as inactive; . = not tested or not shown.

SMILES	PDI inh	NR2E3 ag-1	CaV13 ICDI inh	MITF TRPM1 inh	NR2E3 ag-2	HIF-2a block	Peg3 promoter	Vif imaging	aDG glyco up	Exocytosis inh	iPSC survival up
COc1cccc(/C=N/NC(=O)C(=O)N2CCCCCC2)c1OC	17	2	-7	5	-20	8	7	-8	0.0	-2	-0.1
O=C/C(=C\Nc1ccc(Cl)cn1)c1nc2cc(Cl)ccc2o1	9	5	-2	4	-18	4	41	-1	0.0	-1	0.1
CCN1C[C@@H]2[C@@H]3C(=O)N(Cc4ccccc4)C(=O)[C@@H]3[C@](C)(C1=O)N2C(=O)c1ccc(C(C)(C)C)cc1	3	.	-10	10	-34	2	-1	-5	0.5	0	3.0
COC(=O)C1CCN(C(=O)COC(=O)COc2ccc(C#N)cc2)CC1	3	2	4	-6	1	21	4	4	-0.1	4	-1.0
CCOc1ccc(NC(=O)CN(C)C(=O)CN2C(=O)NC3(CCCC3)C2=O)cc1OCC	-3	3	-5	-2	-29	5	-4	.	-0.1	-1	0.8
CC1(C)CC(=O)C=C(c2ccc(COC(=O)c3cccc(C(F)(F)F)c3)cc2)C1=O	0	.	-3	.	20	11	23	10	-0.3	1	-2.9
COc1ccc(NC(=O)CS(=O)(=O)Cc2nc(-c3ccc(C)cc3)oc2C)cc1	-2	2	-7	10	-9	8	3	2	0.1	-5	-0.3
CCCN(C(=O)CCCSc1nc2ccccc2[nH]1)c1c(N)n(Cc2ccccc2)c(=O)[nH]c1=O	-1	0	-16	-3	-18	11	14	8	0.5	-4	-0.2
CC1C(=O)N(Cc2cn(CCC3OCCO3)nn2)CCS(=O)(=O)N1Cc1ccc(-c2ccc(Cl)cc2)cc1 (configuration not stated)	-5	.	-10	.	45	-13	14	20	0.4	-3	7.9
Cc1ccc(CNC(=O)Nc2cccc(C)c2)cc1	5	-1	-6	-75	-38	-214	-173	-3	0.1	-3	-2.4
CCOC(=O)c1c(NC(=O)c2ccno2)c2cc([N+](=O)[O-])ccc2n1C	10	-1	-5	-5	29	19	10	-7	-0.2	-4	0.0
Nn1c(Cc2cccc3ccccc23)n[nH]c1=S	-5	-1	-19	-14	4	0	-20	-4	-0.1	-4	1.6
S=C(Nc1ccc(Cl)cc1Cl)NC1CCN(Cc2ccccc2)CC1	9	-2	-18	9	8	11	3	4	0.6	42	0.4
C/C(=N\OC(=O)c1ccccc1)c1cc(-c2ccc(Cl)cc2)no1	3	-1	.	-66	-11	-180	-308	-7	0.5	-3	-4.7
O=C(Nc1ccccc1F)c1cc(-c2ccco2)nc2ccccc12	1	0	-3	13	-14	9	14	-14	-0.1	2	-0.5
COc1ccc(C(=O)CC(=O)C(=O)Nc2ccccc2Cl)cc1	-3	-1	-5	8	-4	1	-4	5	0.4	4	1.3
Cc1ccccc1S(=O)(=O)Oc1ccc2ccc(O)cc2c1	-11	-2	-11	-85	-72	-305	-137	8	0.1	34	0.5
N/C(=N\OC(=O)Cc1ccc(Cl)cc1)c1ccccn1	-5	0	-5	-79	-110	-196	-262	5	1.7	-1	6.4
Cc1ccc(S(=O)(=O)NCCC(=O)OC(C)C(=O)NC2CC2)cc1 (configuration not stated)	3	.	-6	2	-3	4	-1	-3	0.3	11	-0.4
CCOc1ccc(C2NC(=O)C(C#N)=C(S)N2c2ccc(C)cc2)cc1OC (configuration not stated)	-6	-3	-4	5	-27	0	15	14	0.3	1	1.5

Record cards, as listed above. Order of values: PDI inh | NR2E3 ag-1 | CaV13 ICDI inh | MITF TRPM1 inh | NR2E3 ag-2 | HIF-2a block | Peg3 promoter | Vif imaging | aDG glyco up | Exocytosis inh | iPSC survival up
`N/C(=N\OC(=O)Cc1ccc(Cl)cc1)c1ccccn1` reads -5 | 0 | -5 | -79 | -110 | -196 | -262 | 5 | 1.7 | -1 | 6.4
`Cc1ccc(S(=O)(=O)NCCC(=O)OC(C)C(=O)NC2CC2)cc1` (configuration not stated) reads 3 | . | -6 | 2 | -3 | 4 | -1 | -3 | 0.3 | 11 | -0.4

(more compounds)
SMILES	PDI inh	NR2E3 ag-1	CaV13 ICDI inh	MITF TRPM1 inh	NR2E3 ag-2	HIF-2a block	Peg3 promoter	Vif imaging	aDG glyco up	Exocytosis inh	iPSC survival up
O=C(NCc1ccccn1)c1ccc(CS(=O)(=O)Cc2ccc(Cl)cc2)o1	16	0	.	11	-19	9	11	3	0.1	-3	-0.9
N/C(=N\OC(=O)Cc1ccccc1)c1ccccc1Cl	-5	2	-15	-61	-73	-174	-159	3	-0.2	0	0.9
Cc1ccc2nc(-c3ccco3)c(Cc3cccc(Cl)c3)n2c1	.	.	-3	.	-69	-210	-203	.	0.2	49	-0.8
CCOC(=O)C1CCCN(C(=O)c2ccco2)C1 (configuration not stated)	-4	0	-6	16	-7	4	-4	-1	0.1	-3	0.6
COc1ccc(-n2ncc3c(Nc4cccc(C)c4)ncnc32)cc1	-70	2	-10	-115	-47	-161	-236	-8	0.2	0	-2.6
O=C(Nc1nnc(SCCC2OCCO2)s1)C1CC(=O)N(c2ccc(F)cc2)C1 (configuration not stated)	0	5	-5	-1	18	7	12	-5	0.2	-2	0.8
COc1ccc(S(=O)(=O)Nc2ccc3c(c2)OCO3)cc1C(=O)O	-4	2	-5	6	-1	-10	-12	5	-0.2	-2	-1.3
O=C(Nc1ccc2c(c1)OCCO2)c1ccc(Cl)c(S(=O)(=O)N2CCCCC2)c1	5	0	-7	24	-21	-55	-116	-29	0.8	0	0.1
COc1ccc(N2CC(O)=C(c3nc(-c4ccc(F)cc4)cs3)C2=N)cc1OC	-18	5	-1	9	5	21	13	2	0.0	1	4.6
Cc1ccc(/C=C/C2=NN(Cc3ccccc3Cl)C(=O)CC2)cc1	1	0	-6	5	-13	-6	-5	5	-0.2	0	-0.6
C=CCN1C(=O)/C(=C2/Sc3ccc(OC)cc3N2CC)SC1=S	3	0	-43	5	10	16	4	12	-0.1	-4	-0.3
Cc1ccc(NC(=O)C(=O)C2C(=O)Nc3ccccc32)cc1 (configuration not stated)	5	2	-18	-18	-9	-124	-63	7	-0.1	0	-0.1
CSCC(C)N1CCC(CCC(=O)NC2CC2)CC1 (configuration not stated)	-6	0	-5	1	-1	8	-7	0	-0.1	-8	0.8
COc1cc(OC)cc(N2C(=O)CSCC2=O)c1	-6	-4	-5	0	-12	9	5	2	0.0	4	0.1
CN(C)CCNc1nc(Oc2ccccc2)c2sccc2n1	-8	.	-6	.	-32	8	5	-2	0.1	-2	-0.9
COc1cc(CN2CCN(C(=O)c3cccc4ccccc34)CC2)cc(OC)c1O	4	2	-6	-1	16	18	14	14	0.2	6	1.1
COc1ccccc1C1/C(=C(/O)c2ccccc2)C(=O)C(=O)N1CC(C)O (configuration not stated)	-3	1	.	3	-19	13	8	-2	-0.2	2	-0.7
O=S(=O)(c1ccccc1)N1CCN(CCc2ccccc2)CC1	-8	1	-5	-7	2	8	2	-14	0.1	0	-0.3
CN1C2CCC1CC(NS(=O)(=O)c1cccc(C(F)(F)F)c1)C2 (configuration not stated)	0	4	.	2	-29	14	14	-5	0.1	-2	-0.3
Cc1ccc2sc3ccc(NC(=O)c4ccccc4Cl)cc3c(=O)c2c1	-7	0	-4	-27	-61	-200	-95	-9	1.2	2	-1.7
O=C(Nc1ccc2c(c1)CCC2)C1CCN(c2ncccn2)CC1	-3	3	-5	-11	1	-41	-49	-14	0.4	2	-1.7
C/C(Cc1ccccc1)=N\NC(=O)CNC(=O)c1cccc(Br)c1	-4	-2	-5	-11	-18	14	9	0	-0.1	-2	2.3
COC(=O)/C=C/c1ccc(OC(=O)OC)c(OC(=O)OC)c1	4	1	-4	3	-1	-10	-6	-1	0.2	0	-1.0
COc1ccc(-c2coc3c(C(=O)Nc4ccc(OC)nc4)cccc23)c(C)c1	4	.	-5	.	-130	2	18	-13	-0.2	-3	-0.6
CC[n+]1ccccc1/C=C/c1ccc(N(C)C)cc1	0	.	-5	42	-7	8	5	-3	-0.2	-2	-2.0
O=C(O)c1ccccc1C(=O)c1ccc(F)c(F)c1	-9	.	-5	2	-9	17	10	-1	-0.2	47	-0.7
C=CCN(CC=C)C(=O)C(=O)c1ccn(-c2c(C)csc2C(=O)OC)c1	-9	1	-7	7	3	9	19	-1	0.5	1	-4.4
CSc1ccc(NS(=O)(=O)c2ccc(-n3cnnn3)cc2)cc1	-7	1	.	3	34	0	21	-7	1.4	-1	0.3
COc1ccc(C(=O)C(C)OC(=O)C2CC3CCCC(C2)C3=O)cc1 (configuration not stated)	13	.	-12	.	6	-8	-3	-3	-0.1	-4	9.0
O=C(NCc1ccccc1)c1csc(-c2cccnc2)n1	-8	0	1	-1	-36	-8	7	3	0.1	2	1.7

Reprinted from the part before: 4 entries, then new ones.
SMILES	PDI inh	NR2E3 ag-1	CaV13 ICDI inh	MITF TRPM1 inh	NR2E3 ag-2	HIF-2a block	Peg3 promoter	Vif imaging	aDG glyco up	Exocytosis inh	iPSC survival up
C=CCN(CC=C)C(=O)C(=O)c1ccn(-c2c(C)csc2C(=O)OC)c1	-9	1	-7	7	3	9	19	-1	0.5	1	-4.4
CSc1ccc(NS(=O)(=O)c2ccc(-n3cnnn3)cc2)cc1	-7	1	.	3	34	0	21	-7	1.4	-1	0.3
COc1ccc(C(=O)C(C)OC(=O)C2CC3CCCC(C2)C3=O)cc1 (configuration not stated)	13	.	-12	.	6	-8	-3	-3	-0.1	-4	9.0
O=C(NCc1ccccc1)c1csc(-c2cccnc2)n1	-8	0	1	-1	-36	-8	7	3	0.1	2	1.7
CC(=O)Oc1ccccc1C1C[C@]2(C)CC(=O)NC2N1C(C)=O (some centres not stated)	21	3	0	6	-9	5	7	-2	-0.2	0	-1.0
CCN1CCCC1CNC(=O)c1cc2ccc(OC)cc2[nH]1 (configuration not stated)	2	.	-3	10	0	12	-23	-15	0.0	-7	1.2
NNC(=O)c1[nH]c2ccccc2c1-c1ccccc1	8	-4	-3	9	35	3	4	17	-0.2	32	0.8
OCC[C@H]1C[C@@H](O)[C@H](O)[C@]2(Cc3ccccc3O2)O1	-5	0	-7	-6	-17	4	13	-4	-0.1	5	1.2

Already shown: entries from further up.
SMILES	PDI inh	NR2E3 ag-1	CaV13 ICDI inh	MITF TRPM1 inh	NR2E3 ag-2	HIF-2a block	Peg3 promoter	Vif imaging	aDG glyco up	Exocytosis inh	iPSC survival up
NNC(=O)c1[nH]c2ccccc2c1-c1ccccc1	8	-4	-3	9	35	3	4	17	-0.2	32	0.8
OCC[C@H]1C[C@@H](O)[C@H](O)[C@]2(Cc3ccccc3O2)O1	-5	0	-7	-6	-17	4	13	-4	-0.1	5	1.2

Source: PubChem BioAssay (several laboratories)
